NPR2 activator = GC-B (human) receptor activation; P20594; 0.11% of 370,000 active; activation, % at 10 µM; HEK293-GC-B cells, CNP EC30, cGMP TR-FRET; 0% at EC30 CNP, 100% saturating CNP;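 active = activation at 10 µM reaching about 35% in either raw or pattern-adjusted values, limit read from the data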
Target sequence (P20594 whole entry, looked up): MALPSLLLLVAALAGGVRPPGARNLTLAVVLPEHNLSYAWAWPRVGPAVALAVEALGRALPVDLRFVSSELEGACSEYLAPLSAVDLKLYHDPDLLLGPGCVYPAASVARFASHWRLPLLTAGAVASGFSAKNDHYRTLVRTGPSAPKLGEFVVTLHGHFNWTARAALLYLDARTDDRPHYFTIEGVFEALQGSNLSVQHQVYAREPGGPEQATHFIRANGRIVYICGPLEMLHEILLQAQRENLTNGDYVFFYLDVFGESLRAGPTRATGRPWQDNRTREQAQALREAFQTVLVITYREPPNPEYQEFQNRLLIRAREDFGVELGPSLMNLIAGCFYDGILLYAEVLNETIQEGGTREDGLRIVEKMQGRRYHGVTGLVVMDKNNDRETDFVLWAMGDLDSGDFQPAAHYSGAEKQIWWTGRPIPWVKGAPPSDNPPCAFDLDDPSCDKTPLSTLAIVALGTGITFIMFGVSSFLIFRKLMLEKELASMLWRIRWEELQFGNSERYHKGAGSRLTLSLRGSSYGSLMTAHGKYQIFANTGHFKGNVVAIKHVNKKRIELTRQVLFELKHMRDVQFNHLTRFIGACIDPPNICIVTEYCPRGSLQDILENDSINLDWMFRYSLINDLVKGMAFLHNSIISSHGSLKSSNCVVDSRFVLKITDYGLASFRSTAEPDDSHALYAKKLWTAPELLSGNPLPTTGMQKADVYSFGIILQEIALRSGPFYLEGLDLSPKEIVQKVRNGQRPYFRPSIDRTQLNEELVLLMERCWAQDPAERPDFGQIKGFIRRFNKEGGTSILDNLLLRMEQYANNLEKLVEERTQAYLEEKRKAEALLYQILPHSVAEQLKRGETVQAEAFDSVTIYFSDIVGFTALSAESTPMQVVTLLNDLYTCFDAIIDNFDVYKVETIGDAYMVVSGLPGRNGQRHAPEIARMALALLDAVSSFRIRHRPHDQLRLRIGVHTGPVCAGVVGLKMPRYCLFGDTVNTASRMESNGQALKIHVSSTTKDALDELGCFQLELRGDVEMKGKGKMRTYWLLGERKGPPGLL
NPR1 activator = GC-A (human) enzyme activation; P16066; HEK293 GC-A cells, cGMP TR-FRET, EC30 ANP; 0% at EC30 ANP, 100% saturating ANP; AID 1671463; activation, % at 10 µM; 0.14% of 370,000 active; in the data active = activation above about 40%
DAX1 inh-1 = DAX1 (NR0B1) inhibition, primary screen | HEK293T StAR-luciferase reporter, SF-1/DAX-1 repression relief | 1.1% of 370,000 active | AID 652010 | inhibition, % at 6.8 µM;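 active = inhibition above the mean over all tested compounds plus 3 SD, cut at about 3.6% in these data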;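 note: 0% = DAX-1 cells with DMSO and 100% = cells lacking DAX-1 with DMSO; higher inhibition means more luminescence from relief of DAX-1 repression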
DAX1 inh-2 = inhibitors of human orphan nuclear receptor DAX1 (NR0B1). 0.99% of 340,000 active. AID 504766. HEK293 Gal4-DAX1 luciferase reporter, luminescence. inhibition, % at 6.75 µM;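 active = inhibition above the mean over all tested compounds plus 3 SD, cut at about 4.2% in these data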;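 note: 0% = DAX1-transfected cells with DMSO and 100% = empty-vector control cells with DMSO; inhibition shows as a rise in luminescence from relieved DAX1 repression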
FXN GAA850 act = activators of GAA850 frataxin (FXN) promoter; activation, % at 6 µM; 0.56% of 360,000 active; HEK293 lucGAA850 FXN promoter luciferase reporter, 24 h; percent of 10 µM SAHA response;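 active = activation above the average of all compounds screened plus 3 SD, cutoff fixed separately per campaign, cut at about 7.5% in these data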;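 note: 0% = DMSO wells and 100% = 10 µM SAHA wells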
hcDAF12 agonist = activators of H. contortus DAF-12 nuclear receptor. HEK293 hcDAF-12 lit1-tk-luc reporter, luminescence; 0% DMSO, 100% Δ7-dafachronic acid. activation, % at 6.8 µM. 1.4% of 370,000 active. AID 652067;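 active = activation above the mean of all tested compounds plus 3 SD, cut at about 5.5% in these data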;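 note: 100% = response to 3 µM Δ7-dafachronic acid high control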
sPLA2-III inh = Inhibits HGIII-sPLA2 liposome hydrolysis, primary screen; inhibition, % at 12.2 µM; Q9NZ20; QFRET BODIPY PC-A2 liposome hydrolysis, fluorescence; AID 743126; 0.56% of 370,000 active;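 active = inhibition above mean plus 3 SD of compounds lying within the high and low control bounds, cut at about 19% in these data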;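 note: 0% = median of test compound wells and 100% = no enzyme DMSO wells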
ssDAF12 agonist = activates DAF-12 receptor from parasite S. stercoralis; 1% of 370,000 active; activation, % at 6.8 µM; HEK293 ssDAF-12/GRIP1 lit1-tk-luc reporter, luminescence; % of 3 µM dafachronic acid response;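 active = activation above the mean over all tested compounds plus 3 SD, cut at about 0.9% in these data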;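 note: 0% = DMSO-only wells and 100% = 3 µM delta7-dafachronic acid wells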
ADAM10 inh = inhibits human ADAM10; recombinant ADAM10, EDANS/DABCYL FRET peptide cleavage, 3 h; inhibition, % at 7 µM; 0.62% of 370,000 active; O14672;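 active = inhibition above a per-campaign cutoff equal to the mean of compounds falling between control-based bounds plus 3 SD, cut at about 20% in these data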;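 note: 0% = DMSO wells while the 100% control is not disclosed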
SMARCA2 act = increases SMARCA2 function in MMTV reporter cells; 1% of 370,000 active; MG213 cells, MMTV-luciferase reporter, dexamethasone, overnight; activation, % at 9.1 µM; in the data active = activation above about 7.8%;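 note: 0% = vehicle wells and 100% = reference activator wells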
hgDAF-12 ag = agonists of H. glycines DAF-12 nuclear receptor | activation, % at 6.8 µM | 1.8% of 370,000 active | HEK293 GAL4-hgDAF12 UAS-luciferase reporter, agonist luminescence; normalized to butyrate control;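 active = activation above a cutoff set at the mean of all screened compounds plus 3 SD, cut at about 10% in these data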;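 note: 0% = DMSO wells and 100% = sodium butyrate wells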
An asterisk follows results filed as active.

For COc1ccc(/C=C/CN2CCC(n3nccc3NC(=O)C3CC3)CC2)cc1 the results were NPR2 activator -2, NPR1 activator 1, DAX1 inh-1 -0.4, DAX1 inh-2 -0.2, FXN GAA850 act 0.7, hcDAF12 agonist -1.0, sPLA2-III inh 1, ssDAF12 agonist -0.9, ADAM10 inh -4, SMARCA2 act -1 and hgDAF-12 ag 1.9.
`COc1ccc(CNC(=O)/C=C/[C@H]2O[C@@H](n3cc(C)c(=O)[nH]c3=O)C[C@@H]2O)cc1` gave NPR2 activator -1, NPR1 activator 0, DAX1 inh-1 0.7, hcDAF12 agonist -0.6, sPLA2-III inh 4, ssDAF12 agonist -1.4, ADAM10 inh -11, SMARCA2 act -2 and hgDAF-12 ag 1.4.
For O=C(O)CN(c1ccc2c(c1)OCCO2)S(=O)(=O)c1ccccc1 the results were NPR2 activator 5, NPR1 activator 2, DAX1 inh-1 0.3, DAX1 inh-2 0.0, FXN GAA850 act -1.1, hcDAF12 agonist 0.3, sPLA2-III inh 3, ssDAF12 agonist -1.1, ADAM10 inh 6, SMARCA2 act 1 and hgDAF-12 ag 2.9.
For COCc1cc(N2CCN(C(=O)OC(C)(C)C)C[C@H]2C)ccc1N1CC[C@H](O)C1 the results were NPR2 activator 6, NPR1 activator 1, DAX1 inh-1 -0.3, hcDAF12 agonist -2.5, sPLA2-III inh -3, ssDAF12 agonist -1.2, ADAM10 inh -9, SMARCA2 act 1 and hgDAF-12 ag -6.4.
For O=C(NCCN1CCOCC1)c1cc(Sc2ccc(F)cc2F)nc2ccccc12 the results were NPR2 activator 0, NPR1 activator 4, DAX1 inh-1 -0.9, DAX1 inh-2 -0.9, FXN GAA850 act -1.2, hcDAF12 agonist -1.6, sPLA2-III inh 8, ssDAF12 agonist -0.5, ADAM10 inh -13, SMARCA2 act -1 and hgDAF-12 ag -0.1.
Screening COc1cccc(/C=C/C(=O)Nc2ccc3[nH]c(=O)[nH]c3c2)c1 returned NPR2 activator 1, NPR1 activator -2, DAX1 inh-1 0.4, DAX1 inh-2 2.9, FXN GAA850 act 1.4, hcDAF12 agonist -1.3, sPLA2-III inh -7, ssDAF12 agonist -1.4, ADAM10 inh -10, SMARCA2 act 3 and hgDAF-12 ag -2.9.
Screening CCOc1ccc(N(C(C)C(=O)NCc2ccco2)S(C)(=O)=O)cc1 (centres undefined) returned NPR2 activator 3, NPR1 activator 7, DAX1 inh-1 -0.5, DAX1 inh-2 0.1, FXN GAA850 act 2.5, hcDAF12 agonist -1.4, sPLA2-III inh 7, ssDAF12 agonist -0.8, ADAM10 inh 5, SMARCA2 act -3 and hgDAF-12 ag 1.4.
For CC(C)Cc1nc2n[nH]c(N)c2c2c1CCC2 the results were NPR2 activator 1, NPR1 activator 1, DAX1 inh-1 -0.5, DAX1 inh-2 0.4, FXN GAA850 act 3.6, hcDAF12 agonist -1.7, sPLA2-III inh 6, ssDAF12 agonist -1.2, ADAM10 inh -3, SMARCA2 act 2 and hgDAF-12 ag -0.9.
`Cc1ccc(/C=C(\C#N)C(=O)Nc2ccccn2)o1` gave NPR2 activator 3, NPR1 activator -3, DAX1 inh-1 11*, DAX1 inh-2 3.2, FXN GAA850 act 3.4, hcDAF12 agonist 2.7, sPLA2-III inh 2, ssDAF12 agonist 0.7, ADAM10 inh -15, SMARCA2 act 7 and hgDAF-12 ag 18*.
COc1ccc(S(=O)(=O)N2CC(=O)Nc3ccccc32)cc1C was read as NPR2 activator -1, NPR1 activator -4, DAX1 inh-1 0.2, DAX1 inh-2 -0.6, FXN GAA850 act 1.6, hcDAF12 agonist -2.1, sPLA2-III inh 11, ssDAF12 agonist -0.5, ADAM10 inh -8, SMARCA2 act -2 and hgDAF-12 ag -1.2.
O=C(CCCN=C1NS(=O)(=O)c2ccccc21)OCC(=O)c1ccccc1 was read as NPR2 activator -1, NPR1 activator 1, DAX1 inh-1 0.8, DAX1 inh-2 0.2, FXN GAA850 act -0.9, hcDAF12 agonist -0.1, sPLA2-III inh -5, ssDAF12 agonist -1.3, ADAM10 inh -10, SMARCA2 act 2 and hgDAF-12 ag 1.1.
N#CC1=C2SCN(Cc3ccccc3)CN2C(=O)CC1c1ccc2c(c1)OCO2 (centres undefined) was read as NPR2 activator 0, NPR1 activator 4, DAX1 inh-1 -0.8, DAX1 inh-2 0.7, FXN GAA850 act 3.6, hcDAF12 agonist 0.2, sPLA2-III inh -10, ssDAF12 agonist -0.5, ADAM10 inh 9, SMARCA2 act 0 and hgDAF-12 ag 2.3.
`CCOC(=O)c1[nH]c(C)c(C(=O)OCC(=O)NCc2ccc(OC)c(OC)c2)c1C` gave NPR2 activator 7, NPR1 activator 1, DAX1 inh-1 -2.1, DAX1 inh-2 -1.4, FXN GAA850 act 0.6, hcDAF12 agonist -1.4, sPLA2-III inh 2, ssDAF12 agonist -1.2, ADAM10 inh -8, SMARCA2 act 2 and hgDAF-12 ag -3.1.
`C[C@H]1COc2cccc(N3CCN(Cc4ccccc4F)CC3)c2S(=O)(=O)N1` gave NPR2 activator -1, NPR1 activator 3, DAX1 inh-1 2.0, hcDAF12 agonist 1.7, sPLA2-III inh -3, ssDAF12 agonist -1.7, ADAM10 inh -4, SMARCA2 act -1 and hgDAF-12 ag 1.9.
Screening NC(c1csc(Nc2cc(Oc3ccccc3)ncn2)n1)C1CCCCC1 (centres undefined) returned NPR2 activator -2, NPR1 activator -5, DAX1 inh-1 0.8, FXN GAA850 act -1.9, hcDAF12 agonist -0.2, sPLA2-III inh 16, ssDAF12 agonist -1.2, ADAM10 inh 1, SMARCA2 act 2 and hgDAF-12 ag 0.6.
`S=C1NC(c2ccccc2)=NCN1c1ccccc1` gave NPR2 activator 3, NPR1 activator 3, DAX1 inh-1 0.6, DAX1 inh-2 0.3, FXN GAA850 act 3.5, hcDAF12 agonist 1.0, sPLA2-III inh -2, ssDAF12 agonist -0.4, ADAM10 inh 1, SMARCA2 act 6 and hgDAF-12 ag 9.3.
For N#Cc1ccccc1Cn1c(=O)n(C2CCCC2)c(=O)c2ccccc21 the results were NPR2 activator 18, NPR1 activator 15, DAX1 inh-1 -0.8, DAX1 inh-2 1.4, FXN GAA850 act 4.6, hcDAF12 agonist 0.2, sPLA2-III inh 5, ssDAF12 agonist -1.6, ADAM10 inh 5, SMARCA2 act -3 and hgDAF-12 ag 0.9.
`CCOC(=O)c1sc(NC(=O)Cn2nnc3sc4c(c3c2=O)CCC(C(C)(C)C)C4)nc1C` (centres undefined) gave NPR2 activator 3, NPR1 activator -3, DAX1 inh-1 0.1, DAX1 inh-2 0.6, FXN GAA850 act 0.2, hcDAF12 agonist -0.3, sPLA2-III inh -16, ssDAF12 agonist -0.7, ADAM10 inh -13, SMARCA2 act -1 and hgDAF-12 ag 0.7.
`Cc1cc(C)nc(NC(=NCCc2c[nH]c3ccccc23)NC(=O)C(C)(C)C)n1` gave NPR2 activator 2, NPR1 activator -6, DAX1 inh-1 -0.1, DAX1 inh-2 1.7, FXN GAA850 act 0.7, hcDAF12 agonist -0.7, sPLA2-III inh -18, ssDAF12 agonist -1.3, ADAM10 inh 2, SMARCA2 act -3 and hgDAF-12 ag -0.3.
`CN(C(=O)/C=C/c1ccc2c(c1)OCO2)c1ccccc1` gave NPR2 activator 3, NPR1 activator -8, DAX1 inh-1 -0.3, DAX1 inh-2 -0.7, FXN GAA850 act 4.5, hcDAF12 agonist 4.6, sPLA2-III inh -2, ssDAF12 agonist 0.1, ADAM10 inh -8, SMARCA2 act 1 and hgDAF-12 ag 7.3.
`Cc1cc(C)c(S(=O)(=O)Nc2ccccc2C(=O)N2CCOCC2)c(C)c1` gave NPR2 activator -4, NPR1 activator 0, DAX1 inh-1 0.9, DAX1 inh-2 0.4, FXN GAA850 act -0.5, hcDAF12 agonist -2.2, sPLA2-III inh -10, ssDAF12 agonist -1.2, ADAM10 inh -1, SMARCA2 act -2 and hgDAF-12 ag 0.1.
CC(C)(C)NC(=S)NCCc1ccccc1 was read as NPR2 activator 2, NPR1 activator 1, DAX1 inh-1 2.5, DAX1 inh-2 2.7, FXN GAA850 act 4.8, hcDAF12 agonist 4.9, sPLA2-III inh 20*, ssDAF12 agonist 0.9, ADAM10 inh -2, SMARCA2 act 3 and hgDAF-12 ag 14*.
For Cc1ccc(C)c(S(=O)(=O)N2CCN(C(=O)Cn3[nH]c(=O)c4ccccc4c3=O)CC2)c1 the results were NPR2 activator -8, NPR1 activator -5, DAX1 inh-1 0.5, DAX1 inh-2 -0.4, FXN GAA850 act 1.3, hcDAF12 agonist -1.9, sPLA2-III inh -1, ssDAF12 agonist -0.9, ADAM10 inh 1, SMARCA2 act 1 and hgDAF-12 ag 1.0.
For COc1ccc(OC)c(S(=O)(=O)NC2CCCCC2)c1 the results were NPR2 activator -7, NPR1 activator -11, DAX1 inh-1 1.0, DAX1 inh-2 -0.3, FXN GAA850 act -2.6, hcDAF12 agonist 0.1, sPLA2-III inh 4, ssDAF12 agonist -0.6, ADAM10 inh 4, SMARCA2 act 2 and hgDAF-12 ag 1.6.
For Nc1[nH]c(C(=O)c2ccc(Br)cc2)c(-c2ccc(Br)cc2)c1C(=O)NCc1ccc(-c2ccccc2)cc1 the results were NPR2 activator 8, NPR1 activator 0, DAX1 inh-1 0.7, hcDAF12 agonist -0.2, sPLA2-III inh 3, ssDAF12 agonist -1.1, ADAM10 inh -7, SMARCA2 act -6 and hgDAF-12 ag -1.3.
Screening Cc1ccc(CNc2ccc(CNc3ncn[nH]3)cc2)cc1 returned NPR2 activator -1, NPR1 activator -2, DAX1 inh-1 -1.2, DAX1 inh-2 0.5, FXN GAA850 act 0.1, hcDAF12 agonist 0.2, sPLA2-III inh 1, ssDAF12 agonist -1.4, ADAM10 inh 9, SMARCA2 act 3 and hgDAF-12 ag 1.9.
Screening OC(c1ccccc1)c1nc(-c2ccccc2)cs1 (centres undefined) returned NPR2 activator -1, NPR1 activator -2, DAX1 inh-1 0.3, FXN GAA850 act 3.5, hcDAF12 agonist -0.7, sPLA2-III inh -3, ssDAF12 agonist -0.4, ADAM10 inh 1, SMARCA2 act 2 and hgDAF-12 ag 5.4.
CCOC(=O)C1(C)CCCN(C(=O)c2ccc3c(c2)OCO3)C1 (centres undefined) was read as NPR2 activator 2, NPR1 activator 4, DAX1 inh-1 -1.5, FXN GAA850 act 1.3, hcDAF12 agonist 0.3, sPLA2-III inh 3, ssDAF12 agonist -0.5, ADAM10 inh 5, SMARCA2 act 0 and hgDAF-12 ag -1.5.
`COc1cc(C)c(CNc2cccc(C)c2)cc1C` gave NPR2 activator -6, NPR1 activator -7, DAX1 inh-1 -0.7, DAX1 inh-2 -0.5, FXN GAA850 act -0.5, hcDAF12 agonist -1.3, sPLA2-III inh 16, ssDAF12 agonist -0.7, ADAM10 inh 2, SMARCA2 act -2 and hgDAF-12 ag 0.3.
`Cc1cc(C)n2nc(C(=O)Nc3nccs3)nc2n1` gave NPR2 activator 10, NPR1 activator 2, DAX1 inh-1 1.5, DAX1 inh-2 1.7, FXN GAA850 act 3.3, hcDAF12 agonist 3.6, sPLA2-III inh 1, ssDAF12 agonist 0.2, ADAM10 inh -1, SMARCA2 act 2 and hgDAF-12 ag 17*.
